# DUSP3 inh: inhibitors of human VHR1 phosphatase (DUSP3); P51452; recombinant VHR phosphatase, colorimetric substrate read-out; inhibition, % at 20 µM; actives 0.7% (n = 50,000); in the data active = inhibition above about 60%; also: some results filed as inactive read as strong as hits
# Target sequence (P51452 whole entry, looked up): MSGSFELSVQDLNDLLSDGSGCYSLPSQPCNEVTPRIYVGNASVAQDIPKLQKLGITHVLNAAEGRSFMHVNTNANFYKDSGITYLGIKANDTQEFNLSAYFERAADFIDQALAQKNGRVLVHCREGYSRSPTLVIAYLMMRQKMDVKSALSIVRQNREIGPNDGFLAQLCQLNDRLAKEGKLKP
# * hit, by the source's call. Not all compounds are listed, so the mix of outcomes need not match the whole.
SMILES,DUSP3 inh
COc1ccc(-c2c(C)n([O-])c3c([n+]2=O)CCC3)cc1,-2
Fc1ccccc1Cn1nnc(-c2ccccc2Cl)n1,-9
C=CCN1C(=O)/C(=C\c2ccc(OC)c(OC)c2OC)C(=O)NC1=S,108
C=CCNC(=O)CN(c1ccccc1CC)S(C)(=O)=O,-8
O=C(O)CCC(NC(=O)c1cncc(Br)c1)C(=O)O (centres undefined),-11
Cc1[nH]n(-c2ccccc2)c(=O)c1C(=O)c1cccc(F)c1,-14
COc1ccc(NC(=O)COc2ccc3ccccc3c2)cc1Cl,-11
CC(=O)Nc1ccc(C(=O)n2nc(C)cc2C)cc1,-9
CC(=O)c1c(-c2ccccc2)c2cc([N+](=O)[O-])ccc2n1C,-3
COCCNC(=O)CN(c1ccc(C)c(Cl)c1)S(C)(=O)=O,-6
C=CCn1cnnc1C(CCC(C)C)CC(C)(C)O (centres undefined),0
COc1ccc(Cl)cc1N(CC(=O)Nc1cc(C)ccc1C)S(=O)(=O)c1ccc(C)cc1,-25
O=C(c1ccc2c(c1)OCO2)N1CCOCC1,-22
CN1C(=O)/C(=C\c2ccccc2OCCOc2ccc(C(C)(C)C)cc2)SC1=S,-28
COc1cc(C2C3C(=O)N(Cc4ccccc4)C(=O)C3ON2c2ccccc2)ccc1O (centres undefined),28
CCOc1ccc(C(=O)Nc2ccc(C(=O)OC)cc2)cc1[N+](=O)[O-],-7
CCN(CC)CCCOc1c(Cl)cccc1Cl,-34
O=Cc1ccc(-c2ccc(Cl)c(C(=O)O)c2)o1,-36
COc1ccc2ccccc2c1C1NC(=S)NC(C)=C1C(=O)Nc1cc(Cl)ccc1C (centres undefined),5
CCOc1ccccc1N1CCN(S(=O)(=O)c2ccc(OC)cc2)CC1,-2

# In the list so far, two contain a COOH group:
SMILES,DUSP3 inh
O=C(O)CCC(NC(=O)c1cncc(Br)c1)C(=O)O (centres undefined),-11
O=Cc1ccc(-c2ccc(Cl)c(C(=O)O)c2)o1,-36

# Next part
SMILES,DUSP3 inh
COc1ccccc1N1C(=O)c2cccc3c(N4CCOCC4)ccc(c23)C1=O,-11
O=C1/C(=C\c2cc([N+](=O)[O-])c(Cl)cc2Cl)Sc2ccccc21,2
O=C(O)c1ccc(-c2n[nH]c(=O)c3ccccc23)cc1,-32
CC1(C)CC(NC(=O)/C=C/C(=O)O)CC(C)(C)N1,-23
CCC(=O)N1CCN(c2ccc([N+](=O)[O-])cc2F)CC1,22
CC(C)c1ccc(NC(=O)CCN2C(=O)c3ccccc3C2=O)cc1,-10
CC(=O)Nc1ccc(-n2c(C)cc(/C=C3\C(=O)NC(=O)N(c4ccc(C)cc4)C3=O)c2C)cc1,36
COc1cccc(C(=O)NNC(=O)c2cc([N+](=O)[O-])cc([N+](=O)[O-])c2)c1,-5
O=C(CN(c1ccc(F)cc1)S(=O)(=O)c1ccccc1)N1CCCC1,-8
Cc1nc2cc(N3C(=O)c4ccccc4C3=O)ccc2s1,-1
C#CC(C)(C)NC(=O)/C=C/c1ccccc1Cl,-12
Cc1sc(NC(=O)c2ccc(Cl)cc2)c(C(=O)OC(C)C)c1C,-23
COc1ccc(CN2C(=O)NC(=O)/C(=C\c3ccoc3)C2=O)cc1,14
O=C(NCc1ccccn1)c1ccc(I)cc1,-6
Cc1ccnc(NS(=O)(=O)c2ccc(NC(=O)/C=C/c3ccc(C(C)C)cc3)cc2)n1,-6
COc1ccc(S(=O)(=O)N(CC(=O)Nc2ccc(Cl)cc2Cl)c2ccc(C)cc2)cc1OC,31
C/C(=N\N1CCN(Cc2cccc3ccccc23)CC1)c1ccncc1,-18
CCCCOCC(O)CCc1n[nH]c(=S)n1-c1ccccc1 (centres undefined),-6
O=C1NC(=S)S/C1=C/c1ccncc1,-3
O=C(CN1C(=O)c2ccc([N+](=O)[O-])cc2C1=O)Nc1cc(Cl)ccc1C(=O)O,1
O=c1cc(-c2ccccc2)nc(NO)[nH]1,10
CCc1ccc(N/C(=N/c2nc(C)cc(C)n2)NC(C)=O)cc1,-3
O=C(O)c1c2c(nc3ccccc13)CCCCCC2,-13
O=C(/C=C/c1ccc2c(c1)OCCO2)c1c(-c2ccccc2)c2cc(Br)ccc2[nH]c1=O,18
COc1ccc(CSc2nc3ccccc3n2C)cc1F,8
CN(C)c1ccc(NC(=O)c2ccc(I)cc2)cc1,0
O=C(COc1ccc([N+](=O)[O-])cc1)Nc1ccc(-c2nc3ccccc3s2)c(O)c1,-5
COCCCNC(=O)COc1ccc(Cl)cc1C,-19
O=[N+]([O-])/N=C1/NCN(Cc2ccccc2)CN1Cc1ccccc1,2
CC(C)CC(=O)NS(=O)(=O)c1ccc(N)cc1,-4
O=C(c1ccc(F)cc1)N1CCN(C2CCN(Cc3ccccc3)CC2)CC1,-4
CCC(C)c1ccc(NC(=O)c2c(-c3c(Cl)cccc3Cl)noc2C)cc1 (centres undefined),-12
Cc1ccc2nsnc2c1NC(=O)c1ccc([N+](=O)[O-])cc1,-8
COc1ccc(C(=O)N2CCN(C(=O)c3ccccc3OC)CC2)cc1OC,8
CCOC(=O)c1csc(NC(=O)c2ccc(-c3ccccc3)cc2)n1,5
Cc1cc(C)c(COCc2c(C)cc(C)c(C=O)c2C)c(C)c1C=O,-16
COc1ccc(-c2cc(C(F)(F)F)n3nc(C(N)=O)cc3n2)cc1,-19
COc1ccccc1CNC(=O)Cc1ccccc1[N+](=O)[O-],-8
CCN(CC)c1ccc(/C=N\NC(=O)c2cccc3cc[nH]c23)cc1,-12
O=C(NCCN1CCCCC1)c1cc2ccccc2o1,24
S=C(NCc1ccco1)NC1CCCC1,59
O=C(Nc1ccc(-c2nc3ccccc3o2)c(O)c1)c1ccc(-c2cccc([N+](=O)[O-])c2)o1,0
COc1ccc(NC(=O)c2cccc(F)c2)cc1OC,-34
CC1=C(C#N)C(c2cccc(Cl)c2Cl)C2=C(CC(C)(C)CC2=O)N1 (centres undefined),8
O=[N+]([O-])c1ccccc1S(=O)(=O)Nc1ccc(S(=O)(=O)N2CCOCC2)cc1,-44
CCN(CC)C(=O)C12CC3CC(C1)C(=O)C(C3)C2,5
CCc1ccc(CN2CCN(C(=O)COc3ccc4ccccc4c3)CC2)cc1,69
Cc1nn(CC(=O)NCc2ccccc2)c(=O)c2ccccc12,-2
CS(=O)(=O)N(CC(=O)Nc1cccc2ccccc12)c1ccc(Cl)cc1,-11
CCC(Oc1ccc(Br)cc1)C(=O)NN (centres undefined),-8

# Continued:
SMILES,DUSP3 inh
O=C(COc1ccc([N+](=O)[O-])cc1)Nc1ccc2oc(-c3ccccc3F)nc2c1,-25
Cn1c(SC(c2ccccc2)c2ccccc2)nc2ccccc21,-7
O=C(Nc1cccc(C(F)(F)F)c1)C1C2C3CCC(C3)C12 (centres undefined),-5
Cc1sc2ncnc(Nc3cccc(Cl)c3)c2c1C,1
CCCc1ncc(C(O)c2ccc(OC)c(OC)c2)n1C (centres undefined),-12
CCOc1ccc(S(=O)(=O)N(CC(N)=O)c2ccc(C)cc2)cc1,-14
CC(C)c1ccc(N2C(=O)NC(=O)/C(=C/c3ccc(F)cc3)C2=O)cc1,-6
CC(C)COCC1CC2(CC(C)C(=O)CC2=O)C(=O)O1 (centres undefined),9
CCN(CC)C(=O)C(NC(=O)c1ccc([N+](=O)[O-])cc1)C12CC3CC(CC(C3)C1)C2 (centres undefined),-19
C=CCn1c(=N)n(CC(O)C(C)(C)C)c2ccccc21 (centres undefined),13

# An excerpt from above in order of molecular weight, low to high.
SMILES,DUSP3 inh
CCN(CC)C(=O)C12CC3CC(C1)C(=O)C(C3)C2,5
CCN(CC)CCCOc1c(Cl)cccc1Cl,-34
Fc1ccccc1Cn1nnc(-c2ccccc2Cl)n1,-9
CC(=O)c1c(-c2ccccc2)c2cc([N+](=O)[O-])ccc2n1C,-3
Cn1c(SC(c2ccccc2)c2ccccc2)nc2ccccc21,-7
COCCNC(=O)CN(c1ccc(C)c(Cl)c1)S(C)(=O)=O,-6
CCOC(=O)c1csc(NC(=O)c2ccc(-c3ccccc3)cc2)n1,5
O=[N+]([O-])c1ccccc1S(=O)(=O)Nc1ccc(S(=O)(=O)N2CCOCC2)cc1,-44
CN1C(=O)/C(=C\c2ccccc2OCCOc2ccc(C(C)(C)C)cc2)SC1=S,-28
O=C(Nc1ccc(-c2nc3ccccc3o2)c(O)c1)c1ccc(-c2cccc([N+](=O)[O-])c2)o1,0

# The list continues:
SMILES,DUSP3 inh
S=C1NC(c2ccccc2)=NCN1c1ccccc1,-28
O=C1NC(=S)S/C1=C/c1ccc(OCc2cccc(C(=O)O)c2)cc1,-5
COc1cc2ccccc2cc1C(=O)Nc1cccc(-c2nc3cc(C)cc(C)c3o2)c1C,-9
Cc1oc2ccc(OCC(=O)OCc3ccccc3)cc2c1C(=O)OC(C)C,-10
Cc1nnc(NC(=O)c2cccc(F)c2)s1,19
COC(=O)CCN1C(=O)/C(=C\c2ccc([N+](=O)[O-])cc2)SC1=S,11
COc1cc(C)c(CNc2cccc(C)c2)cc1C,2
COc1ccc(CC2S/C(=N\N=C\c3cccs3)NC2=O)cc1 (centres undefined),-22
CCOc1ccc(C(=O)Nc2cc(Cl)ccc2C(=O)O)cc1,-9
COc1cc(C2Nc3ccccc3NC3=C2C(=O)CC(c2ccc4c(c2)OCO4)C3)cc(OC)c1O (centres undefined),-16
COC(=O)c1c(NC(=O)/C=C/c2ccccc2)sc2c1C(C(=O)OC)CC2 (centres undefined),26
c1ccc(-c2nnc(SC3CCCC3)nc2-c2ccccc2)cc1,-9
Cc1cccc(NC(=O)COc2ccc3ccccc3c2)n1,-13
COc1ccccc1CC(=O)NCc1ccco1,-8
O=C(N/N=C/c1ccc2ccccc2c1)c1cccc(F)c1,-4
N#C/C(=N/Nc1ccccc1[N+](=O)[O-])C(=N)N1CCOCC1,-29
COc1ccc(NC(=O)C2CC(C)=C(C)CC2C(=O)O)cc1 (centres undefined),3
CCC(Oc1ccccc1)C(=O)Nc1cc(Cl)ccc1C (centres undefined),-2
Cc1cccc(OCC(O)CN2C(=O)NC(C)(C)C2=O)c1 (centres undefined),2
COc1cc(OC)cc(C(=O)NC2CCCCCCC2)c1,-12

# By substructure, those above containing a CF3 group.
SMILES,DUSP3 inh
COc1ccc(-c2cc(C(F)(F)F)n3nc(C(N)=O)cc3n2)cc1,-19
O=C(Nc1cccc(C(F)(F)F)c1)C1C2C3CCC(C3)C12 (centres undefined),-5

# (further entries)
SMILES,DUSP3 inh
CC(C)Nc1nc(-c2ccc(Cl)cc2Cl)nc2ccccc12,11
Cc1cc(-n2cc(Br)c(=O)[nH]c2=O)nc(-c2ccccc2)n1,18
Cc1cc2nc(-c3cccc(NC(=O)c4ccc(Br)o4)c3)oc2cc1C,-5
Cc1ccccc1C(=O)Nc1ccccc1C(=O)Nc1ccc(C(=O)O)cc1,-8
CN1C(=O)C(=Cc2cn(CC(=O)Nc3ccccc3)c3ccccc23)C(=O)N(C)C1=O,3
NC(=O)c1ccc(NC(=O)c2cc3ccccc3o2)cc1,-6
O=C(Cc1ccc(Cl)cc1)NCc1ccccn1,-4
CCOC(=O)CCN1C(=O)/C(=C\c2cc(OC)c(OC)c(OC)c2)SC1=S,-26
COc1ccc(C(=O)NCc2ccccn2)cc1[N+](=O)[O-],-14
COc1ccc(C(=O)N2CCN(C(=O)c3ccco3)CC2)cc1OC,13
Cc1ccc(NC(=O)C2CC(=O)N(c3ccc(Br)cc3)C2)cc1Cl (centres undefined),-10
C=C(C)COc1ccc2oc(C)c(C(=O)OCC)c2c1,-9
Cc1ccc(/C(O)=C2\C(=O)C(=O)N(c3ccc(O)cc3)C2c2ccc(F)cc2)cc1 (centres undefined),-4
CC(=O)Nc1nc(-c2ccc(C)c(C)c2)cs1,7
O=C(Nc1nnc(SCc2ccc(F)cc2)s1)c1ccccc1Br,-8
O=C(Nc1ccc(Cl)c(Cl)c1)Nc1nnc(-c2ccccc2I)s1,7
CCc1ccccc1N(CC(=O)Nc1ccccc1Cl)S(C)(=O)=O,6
Cc1ccccc1NC(=O)c1cnccn1,3
C=CCN1C(=O)/C(=C\c2ccc(Br)c([N+](=O)[O-])c2)SC1=S,-12
COC(=O)c1ccc(C(=O)OC)c(NC(=O)C2CC3CCC2C3)c1 (centres undefined),-10
c1ccc(CCCN2CCN(Cc3cccnc3)CC2)cc1,15
Cn1c(/C=N/Nc2nc3ccccc3[nH]2)nc2ccccc21,-16
Cc1cccc(C(=O)Nc2sc3c(c2C(=O)O)CCC3)c1,-6
COC(=O)COc1ccc(/C=C2\C(=O)NC(=S)N(c3ccc(C(C)C)cc3)C2=O)cc1OC,41
CC(C)Oc1ccccc1NC(=O)CSCC(=O)Nc1ccc2ccccc2c1,0
N#C/C(=C/c1ccc(I)o1)c1ccc(Cl)cc1,6
CC1CCN(S(=O)(=O)c2cccc3ccccc23)CC1,-21
COc1cc2c(cc1OC)-c1nnc(C)n1C1(CCCC1)C2,-9
CC(CCCC(C)(C)O)CC1OCCO1 (centres undefined),-3
COc1cc(CNC2C3CC4CC(C3)CC2C4)c([N+](=O)[O-])cc1OC (centres undefined),5
Cc1cc(OCC(=O)NCc2ccc(F)cc2)cc(C)c1Cl,-18
O=S(=O)(Nc1ccc2oc(-c3ccccc3F)nc2c1)c1ccccc1,1
COc1ccc(-c2cc(C(=O)NCc3ccc(C)cc3)c3ccccc3n2)cc1,-5
CCSC(C)CC1C/C(=N/O)c2c(CC)noc2C1 (centres undefined),-33
Cc1ccc(NCC(=O)N/N=C\c2ccc(OC(=O)c3ccccc3Cl)cc2)cc1,-9
CCOC(=O)c1ccc(NC(=O)CN(c2cc(OC)ccc2OC)S(C)(=O)=O)cc1,-13
Cc1ccc(N2C(=O)C3C4C=CC(CC4)C3C2=O)c([N+](=O)[O-])c1 (centres undefined),-10
Cc1ccccc1SCCNC(=O)c1ccccc1I,-11
Cc1ccc(S(=O)(=O)N2CCN(c3ccc([N+](=O)[O-])c(NCc4ccccc4)c3)CC2)cc1,-19
CCC1CCc2c(sc(NC(=O)c3ccc([N+](=O)[O-])cc3Cl)c2C(=O)OC)C1 (centres undefined),-3
COc1ccc(-n2c(C)cc(C)nc2=O)cc1,-14
O=C(C#Cc1ccc([N+](=O)[O-])cc1)c1ccccc1,5

# High-throughput results as filed in PubChem BioAssay.
